Compound activity from PubChem BioAssay.
MsrA inhibitor = bovine MsrA inhibition; purified bovine MsrA, absorbance read-out; inhibition, % at 15.5 µM; 360,000 tested, 0.75% active; AID 651718; in the data active = inhibition above about 4.5%;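 also: 0% = vehicle wells with enzyme and 100% = reference inhibitor wells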
eLon inh = inhibitors of E. coli Lon protease; P0A9M0; purified E. coli Lon protease, fluorescence polarization; inhibition, % at 7.94 µM; 360,000 tested, 0.42% active; AID 602123; in the data active = inhibition above about 13%, passing the limit was not always enough;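 also: 0% = enzyme with probe and DMSO and 100% = no enzyme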
Scp1 inh = blocks human Scp-1 phosphatase activity | inhibition, % at 20 µM | 340,000 tested, 0.88% active | Recombinant Scp1, phosphopeptide, malachite green phosphate absorbance | Q9GZU7;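 active = inhibition above about 50% at 20 µM, limit read from the data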;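 also: plate controls were DMSO wells with enzyme for no effect and wells lacking enzyme for full effect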
Target sequence (Q9GZU7 76-261 limits assumed): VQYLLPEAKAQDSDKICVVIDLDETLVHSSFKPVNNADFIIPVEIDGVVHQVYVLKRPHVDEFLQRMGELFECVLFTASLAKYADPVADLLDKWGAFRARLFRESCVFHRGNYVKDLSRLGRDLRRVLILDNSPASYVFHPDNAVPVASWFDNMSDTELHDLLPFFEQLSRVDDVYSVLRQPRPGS
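System: SCP-1 catalytic domain; Reagent: Phospho 17-mer peptide substrate; Doses: one concentration, 20 µM, with 1.0% DMSO; Incubation: 45 min room-temperature reaction, 5 min colour, 30 min stabiliser; Signal: Phosphate-binding colour reagent, absorbance read at 630 nm.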
CendR NRP1 mod = NRP-1/CendR interaction modulation; O14786; FAM-RPARPAR peptide binding to NRP-1, fluorescence polarization; 360,000 tested, 0.85% active; inhibition, % at 25 µM; AID 602438;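 active = inhibition or corrected inhibition above about 18%, plus a signal ratio from 0.5 to 1.5, limit read from the data, passing the limit was not always enough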; also: strong numbers were not always called active
DNMT1 block = DNMT1 (human) enzyme inhibition; P26358; DNMT1 molecular beacon, Hinp1I cleavage, fluorescence; inhibition (reported as % activation of signal), % at 10 µM; 360,000 tested, 0.83% active; AID 588458; in the data active = inhibition above about 50%
bovine MsrA act = activators of bovine methionine sulfoxide reductase A; 360,000 tested, 0.3% active; purified bovine MsrA, absorbance read-out; activation, % at 10.6 µM; AID 602163; in the data active = activation above about 7.5%;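 also: 0% = vehicle and 100% = reference activator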
Tb MetRS inh = blocks T. brucei methionyl-tRNA synthetase activity | purified T. brucei MetRS, ATP depletion, Kinase-Glo luminescence | inhibition, % at 11.9 µM | 360,000 tested, 0.4% active | AID 624268;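 active = inhibition above a per-plate cutoff of the control wells' mean inhibition plus 3 SD, cut at about 5.5% in these data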;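 also: 0% = DMSO wells median and 100% = median of wells with control inhibitor compound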
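Assay system: T. brucei methionyl-tRNA synthetase, purified | Medium: HEPES buffer with MgCl2, KCl, DTT, spermine, BSA, pyrophosphatase | Compound: 11.9 µM single point | Incubation: 15 min enzyme-compound preincubation, 2 h reaction, 10 min detection, 25 °C | Measured by: Kinase-Glo luciferase luminescence reporting remaining unconsumed ATP | Measure: % inhibition normalized to control-well medians | Replication: Singlicate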
LMPTP inh = blocks human LMPTP phosphatase. recombinant LMPTP-A, OMFP fluorogenic substrate, fluorescence intensity. AID 651560. inhibition, % at 20 µM. 360,000 tested, 0.22% active;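 active = compounds that cut the enzyme signal by at least half of the control window in the single-dose screen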;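 also: plate controls were DMSO wells with enzyme plus substrate for no effect and substrate without enzyme for full effect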
Target sequence (P24666 whole entry, looked up): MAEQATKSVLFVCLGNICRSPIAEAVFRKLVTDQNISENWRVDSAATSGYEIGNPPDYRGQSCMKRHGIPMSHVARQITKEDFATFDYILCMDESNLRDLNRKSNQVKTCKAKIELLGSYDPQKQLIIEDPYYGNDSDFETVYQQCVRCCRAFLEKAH
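Test system: LMPTP-A, protein tyrosine phosphatase of low molecular weight; Input: 0.625 nM enzyme; Incubation: 50 min dark incubation at room temperature; Signal: endpoint fluorescence intensity from OMFP dephosphorylation; Read-out basis: % inhibition versus control wells.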
STEP inh = blocks human striatal-enriched tyrosine phosphatase; inhibition, % at 20 µM; 360,000 tested, 0.25% active; AID 588621; P54829; recombinant STEP, OMFP fluorogenic substrate, fluorescence;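 active = inhibition at 20 µM, scaled per plate between control wells, above about 37%, limit read from the data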;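 also: 0% = DMSO with enzyme and substrate and 100% = substrate only without enzyme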
Target sequence (P54829 whole entry, looked up): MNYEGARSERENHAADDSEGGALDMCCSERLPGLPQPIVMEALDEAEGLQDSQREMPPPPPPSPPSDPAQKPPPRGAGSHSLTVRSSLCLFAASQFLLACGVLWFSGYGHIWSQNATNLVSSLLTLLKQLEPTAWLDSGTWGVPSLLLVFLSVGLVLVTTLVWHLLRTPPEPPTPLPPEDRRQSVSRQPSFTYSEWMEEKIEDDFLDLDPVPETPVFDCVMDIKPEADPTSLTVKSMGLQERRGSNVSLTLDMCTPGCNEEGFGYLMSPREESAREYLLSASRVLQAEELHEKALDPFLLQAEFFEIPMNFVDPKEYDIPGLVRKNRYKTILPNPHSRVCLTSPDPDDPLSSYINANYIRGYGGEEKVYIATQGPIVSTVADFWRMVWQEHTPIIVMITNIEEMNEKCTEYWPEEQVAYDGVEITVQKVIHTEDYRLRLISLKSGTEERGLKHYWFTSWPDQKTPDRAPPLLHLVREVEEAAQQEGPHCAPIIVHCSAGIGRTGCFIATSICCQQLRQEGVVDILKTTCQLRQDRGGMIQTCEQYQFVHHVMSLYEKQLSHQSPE
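Test system: STEP tyrosine phosphatase / Reagent: OMFP at 25 µM / Doses: 20 µM, 1% DMSO / Read-out: percent inhibition scaled to no-enzyme and uninhibited-enzyme controls, plate-pattern corrected / Detection: FITC-channel fluorescence of OMFP product / Medium: Bis-Tris buffer pH 6.0, 2.5 mM DTT, 0.005% Tween 20 / Schedule: 20 min at room temperature, dark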
SUMO1 PPI mod = SUMO1-SIM interaction modulation. P63165. SUMO1 binding to a labelled peptide, TR-FRET, 1 h. inhibition, % at 20 µM. 360,000 tested, 0.33% active. AID 602429; in the data active = inhibition above about 37%
Target sequence (P63165 whole entry, looked up): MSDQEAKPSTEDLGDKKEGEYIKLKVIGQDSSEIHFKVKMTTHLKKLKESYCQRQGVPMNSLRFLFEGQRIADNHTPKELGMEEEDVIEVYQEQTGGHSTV
* hit, by the source's call; nt = no result given.

The opening 2 compounds (preview)
Key to letters – A = MsrA inhibitor; B = eLon inh; C = Scp1 inh; D = CendR NRP1 mod; E = DNMT1 block; F = bovine MsrA act; G = Tb MetRS inh; H = LMPTP inh; I = STEP inh; J = SUMO1 PPI mod
O=C(CN(c1ccc(F)cc1)S(=O)(=O)c1ccccc1)NC1CCCCCC1
  A = 1.7; B = -10; C = -2; D = 11; E = 1; F = -4; G = -0.3; H = 0.5; I = 1; J = 0

O=CN1CCN(C(=O)c2cccc([N+](=O)[O-])c2)CC1
  A = 0.4; B = -1; C = -3; D = 0; E = 1; F = -3; G = -0.1; H = 1.1; I = 0; J = -14

The listing, repeating the preview:
Key to letters – A = MsrA inhibitor; B = eLon inh; C = Scp1 inh; D = CendR NRP1 mod; E = DNMT1 block; F = bovine MsrA act; G = Tb MetRS inh; H = LMPTP inh; I = STEP inh; J = SUMO1 PPI mod
O=C(CN(c1ccc(F)cc1)S(=O)(=O)c1ccccc1)NC1CCCCCC1
  A = 1.7; B = -10; C = -2; D = 11; E = 1; F = -4; G = -0.3; H = 0.5; I = 1; J = 0

O=CN1CCN(C(=O)c2cccc([N+](=O)[O-])c2)CC1
  A = 0.4; B = -1; C = -3; D = 0; E = 1; F = -3; G = -0.1; H = 1.1; I = 0; J = -14

COc1ccc(OCCSc2nnc(C(C)NC(=O)c3ccccc3F)n2C)cc1 (stereo unspecified)
  A = -1.2; B = 5; C = 0; D = 11; E = 3; F = -2; G = -0.8; H = 0.2; I = 4; J = 1

CNC(=O)c1cn(-c2ccc(Cl)cc2)c(=O)c2ccccc12
  A = 1.2; B = -9; C = -4; D = 7; E = 2; F = -2; G = 0.2; H = -0.3; I = 4; J = 1

CCc1ccc(NC(=O)c2noc(C(C)C)c2[N+](=O)[O-])cc1
  A = -0.7; B = 3; C = -6; D = 0; E = -3; F = -2; G = -0.2; H = 0.0; I = -1; J = -2

O=[N+]([O-])c1cccc(C(O)C23CN4CN(CN(C4)C2)C3)c1 (stereo unspecified)
  A = 0.2; B = 8; C = 3; D = 6; E = 4; F = -8; G = -0.8; H = -2.5; I = -3; J = -12

CC(C)(CNC(=O)CNC(=O)c1ccc(Cl)cc1Cl)N1CCOCC1
  A = -0.9; B = -7; C = -1; D = 16; E = 0; F = 0; G = 0.1; H = -0.2; I = -1; J = 1

CNC(=O)C[C@H]1C(=O)N(CCc2ccccc2)C[C@@H]1c1ccc(OC)cc1
  A = -1.1; B = 2; C = nt; D = -17; E = 1; F = -2; G = -1.0; H = -0.1; I = 1; J = 3

Cc1ccc(C(=O)NCC(=O)NNC(=O)CN(C)S(=O)(=O)c2ccc(Cl)cc2)s1
  A = 0.1; B = -1; C = -5; D = -2; E = 3; F = -1; G = -0.1; H = -1.5; I = 3; J = 1

CCN(CC(=O)Nc1c(F)cccc1F)C(=O)COc1cccc2c1OC(C)(C)C2
  A = -0.4; B = -13; C = -1; D = 8; E = -1; F = -2; G = -0.3; H = 0.2; I = -3; J = 6

COC(=O)c1sccc1NC(=S)N1CCN(c2ccc(F)cc2)CC1
  A = 0.1; B = 12; C = -5; D = 5; E = -3; F = -3; G = -0.7; H = 2.5; I = 1; J = -4

COc1ccccc1N1CCN(C2C(=O)Nc3ccccc3-n3nnnc32)CC1 (stereo unspecified)
  A = 0.6; B = nt; C = nt; D = 3; E = nt; F = nt; G = -0.3; H = 0.6; I = nt; J = -3

Cc1ccc(NC(=O)CCc2nnc3ccc(N4CCC5(CC4)OCCO5)nn23)cc1F
  A = -0.6; B = 6; C = -2; D = 1; E = -1; F = -5; G = -0.5; H = -0.7; I = -3; J = 1

COc1cc(/C=N/N=C2/NC(=O)C(c3ccccc3)S2)ccc1O (stereo unspecified)
  A = 4.9*; B = -7; C = -7; D = -6; E = -3; F = -10; G = -0.5; H = -1.1; I = -5; J = 4

Oc1oc(-c2ccc(Br)cc2)nc1/C=N/c1ccccn1
  A = 2.7; B = -2; C = 8; D = 0; E = 12; F = -5; G = 1.0; H = 5.0; I = 0; J = -9

O=C(COC(=O)c1cnccn1)Nc1cccc2ccccc12
  A = 0.6; B = 3; C = -10; D = -11; E = -15; F = -3; G = -0.6; H = -0.3; I = -1; J = -2

O=C(CCn1c(=S)oc2ccccc21)Nc1cccc(O)c1
  A = 1.0; B = 3; C = -7; D = 7; E = -2; F = -2; G = 0.3; H = 0.1; I = 0; J = 0

O=C1NCCCC1C(=O)N/N=C/c1cccc([N+](=O)[O-])c1 (stereo unspecified)
  A = -0.2; B = 3; C = 7; D = 4; E = 3; F = -2; G = -0.5; H = -0.8; I = -1; J = -22

CCCc1nnc(NC(=O)CCC(=O)N2CCN(Cc3ccc(OC)c(F)c3)CC2)s1
  A = 0.3; B = 0; C = -1; D = 21; E = 1; F = -3; G = 0.4; H = -0.4; I = 0; J = 1

Cc1ccc(NC(=O)c2cc([N+](=O)[O-])ccc2NCc2cccnc2)cc1
  A = 2.7; B = -1; C = -6; D = 1; E = -3; F = 2; G = 2.3; H = 1.5; I = 2; J = -18

COc1cc(OC)c(OC)cc1CN1CCSCC1
  A = -1.4; B = -3; C = -5; D = 8; E = 4; F = -3; G = 1.0; H = -0.8; I = -2; J = 5

COc1cccc(NC(=O)c2ccccc2Br)c1
  A = -0.5; B = -6; C = -5; D = 14; E = 5; F = -1; G = -0.1; H = 0.2; I = 1; J = 4

O=C(NCCN1CCCCC1)Nc1ccc(Cl)cc1
  A = -0.6; B = -4; C = -3; D = -10; E = 4; F = -11; G = 1.6; H = -2.4; I = -3; J = 3

CCc1noc(C)c1C(=O)NNC(=O)c1ccc(F)cc1
  A = 0.6; B = 1; C = 2; D = 15; E = 1; F = -4; G = -0.3; H = -0.6; I = 1; J = 9

CC(CNS(=O)(=O)c1ccc(Br)cc1)CN(C)C (stereo unspecified)
  A = 1.0; B = -3; C = -9; D = 4; E = 1; F = 1; G = 0.4; H = -0.9; I = 0; J = -3

COc1ccc(N2CCN(C(=O)CN3C(=O)c4ccccc4S3(=O)=O)CC2)cc1
  A = 0.9; B = 20*; C = -3; D = 1; E = 0; F = -1; G = -0.5; H = 0.5; I = 0; J = 1

CCc1ccc(N(CC(=O)NC(C)C)C(=O)CCC(=O)Nc2ccccn2)cc1
  A = -1.0; B = 5; C = -5; D = 6; E = 0; F = -6; G = -0.3; H = -1.7; I = -3; J = -1

O=C(NC1CCN(Cc2ccccc2)CC1)c1ccccc1OCc1ccccc1Cl
  A = 2.2; B = -7; C = 2; D = 1; E = -1; F = -5; G = -0.1; H = -0.4; I = 2; J = -6

O=C(CSCc1ccc(Br)cc1)NCCc1ccccc1
  A = -1.3; B = -4; C = -5; D = -1; E = 0; F = 0; G = -0.3; H = 0.9; I = -1; J = 2

COc1cccc(OC)c1C(=O)Nc1ccc(C)cc1C(=O)c1ccccc1
  A = -0.7; B = -18; C = -12; D = -10; E = -1; F = 0; G = 0.2; H = -0.7; I = -2; J = -2

COc1ccc(CCC(=O)Nc2ccc3c(c2)OCO3)cc1OC
  A = -0.2; B = -3; C = -5; D = 0; E = 1; F = -3; G = -0.5; H = -1.1; I = -2; J = -1

CCOC(=O)c1c(CSc2ccccc2)oc2cc(Br)c(O)c(CN(C)C)c12
  A = 0.1; B = 0; C = -10; D = 4; E = 0; F = -3; G = 0.1; H = 1.1; I = 6; J = 6

COc1cccc(-n2cc(C(=O)NCCCOC(C)C)c3ccccc3c2=O)c1
  A = 0.7; B = -6; C = -7; D = -4; E = 0; F = -4; G = -1.2; H = -1.6; I = -2; J = 1

Cc1onc(-c2ccccc2Cl)c1C(=O)N(Cc1nc(-c2ccccc2)no1)C1CCCCC1
  A = 0.4; B = 3; C = -13; D = 7; E = -9; F = -3; G = -0.7; H = 4.5; I = 1; J = -2

COc1cccc(-c2nc(=S)c3c(n2CCCO)CCCC3)c1
  A = 4.1; B = 0; C = 8; D = -5; E = 9; F = -12; G = -0.2; H = -0.5; I = 2; J = -2

O=C(CN(C1CCCCC1)S(=O)(=O)c1ccccc1)NCC1CCCO1 (stereo unspecified)
  A = 0.9; B = -11; C = -3; D = -2; E = 0; F = 0; G = 0.0; H = -0.7; I = 0; J = 1

COc1ccc(C(C)=O)cc1CN1C(=O)NC2(CCCCC2)C1=O
  A = -0.8; B = 7; C = -7; D = -11; E = -2; F = -5; G = 0.0; H = -0.6; I = -7; J = -2

NC(=O)c1cc2cc(Br)ccc2o/c1=N/NC(=O)c1cccc(F)c1
  A = -0.1; B = -7; C = -7; D = -3; E = 11; F = 3; G = 0.5; H = -0.7; I = -3; J = -6

CCCCC(=O)Nc1ccc(NC(=O)c2ccc(C)c([N+](=O)[O-])c2)cc1OC
  A = 1.1; B = 13; C = -1; D = -3; E = -5; F = -3; G = 0.2; H = 0.2; I = -4; J = 19

COCCc1nnc(NC(=O)C23CC4CC(CC(C4)C2)C3)s1
  A = 0.8; B = 0; C = -4; D = 2; E = 0; F = -1; G = -0.3; H = 0.8; I = -2; J = 1

Cc1ccccc1NC(=O)c1c(-c2ccccc2)noc1C
  A = 1.7; B = 2; C = 3; D = -4; E = -1; F = 0; G = 0.2; H = -1.1; I = 0; J = 0

O=C(O)CSc1nc(-c2ccccc2)nc2c1CCCC2
  A = 0.3; B = -15; C = -7; D = -12; E = 1; F = -3; G = 0.3; H = 0.6; I = -1; J = 5

Cc1sc2nc(SCC(=O)NCc3ccco3)n(CCc3ccccc3)c(=O)c2c1C
  A = 0.1; B = 5; C = -2; D = 8; E = 28; F = -2; G = -0.1; H = 0.1; I = -5; J = -6

CCOC(=O)c1ccc(NC(=O)NNC(=O)CCc2ccc(OC)cc2)cc1
  A = -1.7; B = 4; C = -10; D = 9; E = 1; F = -5; G = -0.7; H = 0.9; I = -1; J = 2

COc1ccccc1-c1cc(NC=O)c2ncc(-c3ccc(S(C)(=O)=O)cc3)n2c1
  A = -0.3; B = -16; C = nt; D = -20; E = 6; F = -3; G = -0.1; H = 0.8; I = 0; J = -7

Cc1ccccc1NC(=O)c1ccc(CN2CC(=O)N3CCCCC3C2=O)cc1 (stereo unspecified)
  A = 0.2; B = -4; C = -7; D = -6; E = -2; F = -1; G = 0.0; H = -0.9; I = -2; J = -2

Cc1nn(-c2ccccc2)c(C)c1/C=C1\C(=O)N(C)C(=S)N1C
  A = 2.9; B = -2; C = 0; D = -4; E = 0; F = -4; G = 2.4; H = 1.0; I = -1; J = -23

An excerpt of these results, with values under each structure.
Each structure is followed by: MsrA inhibitor	eLon inh	Scp1 inh	CendR NRP1 mod	DNMT1 block	bovine MsrA act	Tb MetRS inh	LMPTP inh	STEP inh	SUMO1 PPI mod
COc1ccccc1-c1cc(NC=O)c2ncc(-c3ccc(S(C)(=O)=O)cc3)n2c1
    -0.3	-16	nt	-20	6	-3	-0.1	0.8	0	-7
Cc1ccccc1NC(=O)c1ccc(CN2CC(=O)N3CCCCC3C2=O)cc1 (stereo unspecified)
    0.2	-4	-7	-6	-2	-1	0.0	-0.9	-2	-2
